# aSyn rescue – rescues yeast growth from alpha-synuclein toxicity; Yeast expressing alpha-synuclein, growth rescue, BacTiter-Glo, 24 h; Potency, µM (series often up to 46.1 µM), inactives show at the highest dose growth rescue (activation), most hits filed as activators; 0.14% of 370,000 active; further: potency means the concentration at half of the fitted maximal effect; % of control where 0% means no effect; nearly all actives have a fitted effect of over 65% in size
#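 Rescue of yeast growth: cells expressing toxic alpha-synuclein, induced in galactose at OD600 0.02, incubated with compound 24 h at 30 C. ATP luminescence quantified growth; inhibitors of toxicity appear as activators.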
# Abeta yeast res – A-beta toxicity reversal in yeast. yeast expressing A-beta42, growth rescue, OD600, 48 h; response scale: 0% DMSO, 100% iron-clioquinol control. Potency, µM (highest dose often 46.1 µM), inactives show at the highest dose growth rescue, most hits filed as activators. 0.063% of 410,000 active; further: potency means the concentration at half of the fitted maximal effect; nearly all actives have a fitted effect of over 55% in size
#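 Yeast A-beta toxicity model in growth medium with pinned compounds, 48 h at 30 C; growth read as absorbance at 600 nm. Normalized to FeCl3/clioquinol equimolar mix (positive) and DMSO (negative).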
# FUS yeast rescue – suppressors of FUS proteinopathy in yeast; S. cerevisiae FUS-expressing, growth rescue, OD600, 24 h; Potency, µM (top dose mostly 76.6 µM), for the others: at the highest dose growth rescue (activation), hits mostly activators; 0.24% of 390,000 active;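 further: potency means the concentration at half of the fitted maximal effect; plate controls were DMSO vehicle for no effect and reference control for full effect; nearly all actives have a fitted effect of over 55% in size; some results filed as inactive show a strong effect at the top dose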
#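 Toxicity suppression screen in FUS-yeast. Cells induced with 2% galactose, starting OD 0.005, treated 24hr at 30C with compounds at multiple final concentrations; growth by OD600.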
# pAkt inh – inhibitors of Akt phosphorylation | Neuro2A IGF-stimulated pAkt S473 HTRF, 20 min; stronger effect = lower value | activity change, % for hits at 50 µM | 0.32% of 360,000 active | AID 651550; in the data active means activity change below about -80%; inconclusive means mostly about -51% to -80%; further: on the % scale 0 is the no-effect control and ±100 the full control effect
#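 Neuro2A cells in DMEM with 0.5% FBS, overnight at 37 deg C, given compound at single 50 µM final, then IGF (6 nM final) for 20 min at 37 deg C. Lysed; phospho-Akt Ser473 by HTRF after 24 h, 665/615 ratio.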
# DRD3 antagonist – blocks the human D3 dopamine receptor. D3R cells, DiscoveRx beta-arrestin luminescence, antagonist mode; stronger effect = lower value. P35462. 2.5% of 360,000 active. max response, negative = inhibition, %; in the data active means max response below about -50%; inconclusive means no clear call, values can overlap the other calls; further: on the % scale 0 is the no-effect control and ±100 the full control effect; mostly tested at two doses, the higher about 12 µM
#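 Cells expressing the human receptor were seeded at 1500 cells/well, incubated overnight at 37 degrees C in 5% CO2, then exposed to library compounds with dopamine controls for 90 minutes at 37 degrees C before luminescent detection.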
# TDP43 rescue – inhibitors of TDP-43 toxicity in yeast; Potency, µM (titrated, usually from 46.1 µM), for the others: at the top dose growth rescue (activation), actives largely listed as activators; TDP-43 expressing yeast growth rescue, BacTiter-Glo, 24 h; 1.8% of 410,000 active; further: potency means the concentration at half of the fitted maximal effect; % of control where 0% means no effect; nearly all actives have a fitted effect of over 50% in size
#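 In this qHTS, compounds that restore growth of yeast expressing TDP-43 appear as activators. Cells (OD600=0.02, galactose medium, raffinose-pregrown) are incubated with compound 24 hr at 30 deg C and growth is quantified by BacTiter-Glo.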
# GLP1R ag – GLP-1 receptor (human) agonism | P43220 | HEK293 GLP-1R CRE-luciferase, luminescence, 4-6 h; cells express a hypersensitive GLP-1R form | Potency, µM (series often up to 45.6 µM), inactives show top-dose activation, most hits filed as activators | 0.007% of 380,000 active; further: potency means the concentration at half of the fitted maximal effect; % of control where 0% means no effect
# Target sequence (P43220 whole entry, looked up): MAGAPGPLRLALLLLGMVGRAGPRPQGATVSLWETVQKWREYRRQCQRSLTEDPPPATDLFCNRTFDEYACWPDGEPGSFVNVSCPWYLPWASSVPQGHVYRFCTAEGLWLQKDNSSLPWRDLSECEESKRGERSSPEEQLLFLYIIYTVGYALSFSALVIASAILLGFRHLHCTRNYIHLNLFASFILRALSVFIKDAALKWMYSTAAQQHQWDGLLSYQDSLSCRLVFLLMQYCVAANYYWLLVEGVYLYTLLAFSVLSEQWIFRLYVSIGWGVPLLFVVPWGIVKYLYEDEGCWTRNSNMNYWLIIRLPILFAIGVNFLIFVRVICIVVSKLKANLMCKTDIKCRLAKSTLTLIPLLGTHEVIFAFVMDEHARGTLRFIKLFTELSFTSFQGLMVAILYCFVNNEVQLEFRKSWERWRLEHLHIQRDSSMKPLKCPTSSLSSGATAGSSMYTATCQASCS
# PTHR1 ag – activates the human parathyroid hormone receptor PTHR1; Potency, µM (titrated, usually from 115 µM), without a hit: at the top dose activation, actives largely listed as activators; 0.075% of 410,000 active; Q03431; AID 743266; HEK293 GP2 PTHR1 cells, GloSensor cAMP luminescence, 1 h; further: potency means the concentration at half of the fitted maximal effect; nearly all actives have a fitted effect of over 55% in size; some results filed as inactive show a strong effect at the top dose; inactives centre near -15; many of its hits are not listed in these tables
# Target sequence (Q03431 whole entry, looked up): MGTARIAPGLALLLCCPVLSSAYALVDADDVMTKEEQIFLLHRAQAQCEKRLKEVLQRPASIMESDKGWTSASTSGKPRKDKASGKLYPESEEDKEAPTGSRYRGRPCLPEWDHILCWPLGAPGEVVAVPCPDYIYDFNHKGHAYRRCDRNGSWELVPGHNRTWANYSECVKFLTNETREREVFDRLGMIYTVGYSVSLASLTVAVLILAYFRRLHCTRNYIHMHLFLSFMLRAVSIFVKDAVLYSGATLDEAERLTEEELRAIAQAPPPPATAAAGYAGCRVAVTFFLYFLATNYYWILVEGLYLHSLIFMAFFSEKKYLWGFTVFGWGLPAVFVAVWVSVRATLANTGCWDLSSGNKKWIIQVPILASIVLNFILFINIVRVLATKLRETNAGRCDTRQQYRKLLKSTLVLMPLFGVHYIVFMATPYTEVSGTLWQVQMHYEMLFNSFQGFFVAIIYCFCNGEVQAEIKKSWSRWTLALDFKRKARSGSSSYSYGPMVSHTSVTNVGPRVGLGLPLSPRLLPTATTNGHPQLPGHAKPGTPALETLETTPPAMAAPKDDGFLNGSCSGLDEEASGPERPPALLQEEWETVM
#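 HEK-293-derived GP2 cells expressing PTHR1 and a GloSensor cAMP reporter, 3,000/well, plated overnight, given luciferin plus IBMX (each 0.5 mM as added) for 1 h at 37 °C, then compound for 1 h at 37 °C. Luminescence was read after 15 min at room temperature.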
# GLP-1R inv ag – GLP-1 receptor (human) inverse agonism | P43220 | HEK293 GLP-1R CRE-luciferase, luminescence, 24 h; GLP-1R form is constitutively active | Potency, µM (doses to about 38.3 µM), for inactives: top-dose activity change, negative = inhibition, actives largely listed as inhibitors | 1.6% of 410,000 active | AID 624417; further: potency means the concentration at half of the fitted maximal effect; on the % scale 0 is the no-effect control and ±100 the full control effect; nearly all actives have a fitted effect of over 55% in size
#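 Cells are plated, allowed 12 hours at 37 deg C, then treated with compounds for 24 hr before luciferase detection reagent is added and luminescence is read after 12 min at room temperature. The HEK293 line carries constitutively active GLP-1R with a cAMP-responsive reporter.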
# * = called active by the depositor; i = inactive; ? = inconclusive; . = not tested or not shown; [ ] = another dose, or the depositor's remark. Unless noted, the call rests on the fitted dose curve; in most records, active means well fitted curve in the direction sought with a large enough effect; inconclusive means small, poorly fitted or top-dose-only effect, or another doubt; inactive means no such curve, though single readings can be large; an effect the other way counts as inactive or inconclusive.
SMILES,aSyn rescue,Abeta yeast res,FUS yeast rescue,pAkt inh,DRD3 antagonist,TDP43 rescue,GLP1R ag,PTHR1 ag,GLP-1R inv ag
O=C(CCN1C(=O)C2CCCCC2C1=O)Nc1nc2c(F)cc(F)cc2s1 (stereo unspecified),-4%,-16%,-8%,i,-10,12%,22%,-3%,15%
O=C(CNC(=O)c1ccc(Br)o1)NNC(=O)c1ccccc1O,-1%,0%,-3%,i,52,25%,-6%,-8%,0%
S=C(NC12CC3CC(CC(C3)C1)C2)N1CCOCC1,-9%,-12%,-34%,i,-7,14%,-6%,?,18%
Clc1cccc(-c2sc(Nc3ccccc3)n[n+]2-c2ccccc2)c1Cl,7%,-3%,40%,i,-22,?,-2%,i,?
CN(C)S(=O)(=O)c1ccc(Oc2ccc(S(=O)(=O)N(C)C)cc2)cc1,6%,-4%,4%,i,18,8%,3%,-18%[57.5 µM],5%
C[C@H]1CN([C@@H](C)CO)S(=O)(=O)c2ccc(Br)cc2O[C@@H]1CN(C)Cc1cccc(F)c1,2%,6%,14%,i,0,16%,8%,-2%,?
CCc1nc2cc(Cl)c(Cl)cc2[nH]1,-7%,-28%,11%,.,15,-20%,-8%,17%[57.5 µM],4%
Cc1scc(C(=O)N/N=C/c2ccsc2)c1C,1%,13%,.,i,-10,?,-9%,-13%,-24%
CCOC(=O)C1(Cc2ccccc2)CCN(Cc2cn(CC(=O)OC)c3ccccc23)CC1,-2%,-22%,7%,i,2,-5%,3%,i,2%
COc1ccc([C@H]2N[C@]3(CCCN(Cc4ccco4)C3=O)[C@H]3C(=O)N(Cc4ccccc4)C(=O)[C@@H]23)cc1,3%,0%,16%,i,7,3%,-1%,i,6%
CCOC(=O)c1c(C)n(-c2ccc(C)cc2)c2ccc(OCC(O)CN3CCN(C)CC3)cc12 (stereo unspecified),8%,-23%,31%,i,-12,?,17%,-14%,5µM*
O=C(C1CCCN(c2ncnc3c2nc2n3CCCCC2)C1)N1CCN(c2ccc(F)cc2)CC1 (stereo unspecified),7%,-2%,18%,i,36,?,14%,-33%[inhibitor],?
COc1ccc(OC)c(-c2csc(NC(=O)COC(=O)C3(C)CC3(Cl)Cl)n2)c1 (stereo unspecified),0%[1.84 µM],15%,?,i,4,16%,17%,-34%[inhibitor],?
COc1cccc(-c2ncn(CCc3ccccc3OC)c2C(C)C)c1,-8%,3%,-2%,i,15,11%,2%,-53%[inhibitor],?
O=C(Nc1nnc(C2CC2)s1)c1cc(Cl)sc1Cl,-9%,-8%,-4%,i,-19,14%,-4%,i,31%[activator]
O=C(N/N=C/c1cccc(Cl)c1Cl)Nc1ccccc1,1%,12%,14%,i,-14,-8%,-10%,i,0%
COc1ccccc1Oc1ccc(NC(=O)c2ccccc2)cc1,-3%,3%,1%,i,-5,0%,12%,i,-19%
Cc1cccc(C)c1NC(=O)Nc1ccc2c(c1)OCO2,1%,2%,4%,i,6,-4%,5%,i,27%
COc1ccc(Cl)cc1NC(=O)CN(C)C(=O)Cn1cnc2c1c(=O)n(C)c(=O)n2C,0%,-10%,3%,i,-27,-3%,4%,-2%,8%
Cc1cc(C(=O)Nc2sc3c(c2C#N)CCCC3)no1,-3%,-8%,15%,i,21,-1%,-3%,-21%[57.5 µM],0%
Cc1ccc2nc3c(cc(C(=O)NC4CCCC4)c(=N)n3C3CCCCC3)c(=O)n2c1,3%,0%,15%,i,14,28%,8%,i,17%
COc1cc(CNCc2ccco2)cc(OC)c1O,-5%,3%,-18%,i,20,4%[1.82 µM],12%,-23%,15%
O=C(C(=NNc1ccccc1)c1ccccc1)c1ccccc1,2%,4%,25%,i,-4,25%,11%,-16%,?
FC(F)(F)c1nc2nc(Cl)c(Cl)nc2[nH]1,-7%,-2%,-18%,i,-8,19%,-4%,-21%,?
Cc1cc2c(n1-c1ccc(Br)cc1)CC(C)(C)CC2=O,-4%,-41%[inhibitor],21%,i,-18,?,13%,i,0%

# Entries shown so far that have two or more sulfur atoms:
SMILES,aSyn rescue,Abeta yeast res,FUS yeast rescue,pAkt inh,DRD3 antagonist,TDP43 rescue,GLP1R ag,PTHR1 ag,GLP-1R inv ag
CN(C)S(=O)(=O)c1ccc(Oc2ccc(S(=O)(=O)N(C)C)cc2)cc1,6%,-4%,4%,i,18,8%,3%,-18%[57.5 µM],5%
Cc1scc(C(=O)N/N=C/c2ccsc2)c1C,1%,13%,.,i,-10,?,-9%,-13%,-24%
O=C(Nc1nnc(C2CC2)s1)c1cc(Cl)sc1Cl,-9%,-8%,-4%,i,-19,14%,-4%,i,31%[activator]

# Next part
SMILES,aSyn rescue,Abeta yeast res,FUS yeast rescue,pAkt inh,DRD3 antagonist,TDP43 rescue,GLP1R ag,PTHR1 ag,GLP-1R inv ag
O=C(Nc1ccc(N2CCOCC2)c(Cl)c1)c1ccc(S(=O)(=O)N2CCOCC2)cc1,1%,-15%,25%,i,-15,-13%,6%,-36%[inhibitor],-16%
O=C(Nc1ccccc1)c1cc([N+](=O)[O-])ccc1N1CCCCC1,-2%,-13%,-6%,i,4,-9%,12%,-15%,?
COc1ccc(C2c3[nH]c4ccccc4c3CCN2C(=O)Cc2nonc2C)c(F)c1 (stereo unspecified),17%,0%,?,i,-26,5%,3%,-28%,?
CCCCNc1oc(-c2ccc(COc3ccccc3C)o2)nc1C#N,.,-4%,14%,.,.,-4%,.,-8%,?
O=C(Nn1cnnc1)c1ccccc1-c1ccccc1,-1%,-11%,-14%,i,4,-4%,-1%,i,10%
O=C(Nc1ccc(N=Nc2ccccc2)cc1)c1cccc(Cl)c1,5%,3%,0%,i,49,-14%,-9%,-25%,0%
Cc1ccc([N+](=O)[O-])cc1NC(=O)/C=C/C(=O)O,10%,15%,-4%,i,-3,-6%,-1%,-2%,2%
COc1ccccc1CCC(=O)N(C)C1CCCN(Cc2ccccc2F)C1 (stereo unspecified),5%,14%,-9%,i,?,10%,-3%,-9%,?
O=c1cc2ncc(-n3cc([N+](=O)[O-])cn3)cn2[nH]1,5%,-8%,-19%,i,1,-1%,-5%,i,27%
CCCS(=O)(=O)c1c(S(=O)(=O)CCC)c2cc(CC)ccn2c1C(=O)c1ccc(Cl)cc1,.,-7%,-19%,.,.,1%,.,-21%,-15%
CCC(=O)N1CCN(c2ccc(NC(=O)c3ccc([N+](=O)[O-])o3)cc2)CC1,-14%,-31%,7%,i,-17,20%,5%,i,158%[activator]
CCc1ccc(-n2nc(CO)c(C(=O)NC)n2)cc1,.,-4%,-3%,.,.,?,.,i,14%
O=C(CSc1n[nH]c(-c2cccnc2)n1)Nc1ccccc1[N+](=O)[O-],-6%,-5%,23%,i,-6,-10%,10%,i,12%
Cc1[nH][nH]c(=O)c1C(c1ccc(Cl)cc1)c1c(C)[nH][nH]c1=O,7%,3%,-1%,i,-1,12%,-7%,i,15%
Cc1ccc2nc(-c3ccc(F)cc3)nc(SCC(=O)NCC3CCCO3)c2c1 (stereo unspecified),-4%,-2%,-3%,i,0,7%,7%,i,3%
O=C(CC1(O)C(=O)Nc2ccc(Br)cc21)c1ccccc1 (stereo unspecified),9%,14%,-6%,i,0,21%,1%,-3%,-11%
c1ccc(COc2cccc(CNCc3cccnc3)c2)cc1,0%,-18%,17%,i,-23,-18%,6%,-16%,?
Cc1ccc(S(=O)(=O)c2nnn(-c3cccc(F)c3)c2N)cc1,7%,19%,13%,i,3,21%,3%,-32%[inhibitor],-1%[0.307 µM]
Oc1ccc(/C=N/N(Cc2ccccc2)c2ccccc2)cc1,-72%[inhibitor],-37%[inhibitor],?,i,21,-91%[inhibitor],-13%,-43%[inhibitor],?
COc1ccc(S(=O)(=O)N2CCC(C(=O)NC3CCCCC3)CC2)cc1C,0%,-5%,-16%,i,5,11%,10%,-17%,4%
COc1ccc(Oc2nc(OC)cc(OC)n2)cc1,0%,6%,-2%,i,1,-4%,-1%,i,-31%
Cc1ccc(NC(=O)C2(C)CCN2C(=O)Cc2ccc(C(C)C)cc2)cc1 (stereo unspecified),?,2%,31%,i,25,7%,14%,-26%,?
COc1ccc(C(C)(C)C)cc1S(=O)(=O)NCC1CCCO1 (stereo unspecified),0%,-1%,6%,i,-6,-3%,13%,-8%,6%
COc1ccc(-n2nc(C(=O)NCc3ccco3)c3c4ccccc4n(C)c3c2=O)cc1,-4%,-1%,-15%,i,38,2%,15%,-2%,1%
Nc1ncnc2c1ncn2[C@@H]1O[C@H](CNCc2cn(CC(=O)NC3CC3)c3ccccc23)[C@@H](O)[C@H]1O,-5%,-10%,-19%,i,?,2%,11%,-19%,17%
# (cont.)
SMILES,aSyn rescue,Abeta yeast res,FUS yeast rescue,pAkt inh,DRD3 antagonist,TDP43 rescue,GLP1R ag,PTHR1 ag,GLP-1R inv ag
Cc1ccc(CNC(=O)c2oc3ccc(S(=O)(=O)N4CCOCC4)cc3c2C)cc1,-23%,13%,40%,i,17,-5%,0%,i,-5%
CCOc1ccc(CC(=O)NCCc2sc3nc(-c4ccc(OC)cc4)nn3c2C)cc1,.,-20%,-10%,.,.,15%,.,-37%[inhibitor],9%
CCNC1CCS(=O)(=O)C1 (stereo unspecified),-3%,9%,-2%,i,-1,17%,7%,i,1%
COc1cc(CNC(C)(C)CO)cc(Br)c1OCc1ccc(Cl)cc1Cl,-14%,-29%,.,i,-2,-10%,-27%,i,?
Cc1cccc(NC(=S)N2CCCC2)c1,-2%,-5%,-15%,i,-8,-10%,-1%,-2%,-3%
CCOC(=O)C1CCN(Cc2cccc(OC)c2)CC1,-4%,-7%,5%,i,-23,-20%,1%,24%[57.5 µM],-20%
O=C(NC(=S)Nc1ccccc1)c1ccc(-c2ccccc2)cc1,1%,-6%,23%,i,-17,2%,-14%,i,-1%

# An excerpt; the hit share may differ from the screen's.
